Wee1 stabilizer: inhibitors of human Wee1 degradation | reporter increase, % at 5 µM | actives 1.2% (n = 220,000) | AID 1321 | HeLa Luc-Wee1K328M stability, luciferase luminescence; 100% = proteasome inhibitor MG132 effect;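 active = activation above the mean of all tested compounds plus 3 SD, set per screening run, cut at about 8.8% in these data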;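 also: cells exposed to compound for 20 h before luminescence read; 0% = DMSO alone and 100% = MG132 at 30 µM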
Target sequence (P30291 whole entry K328M): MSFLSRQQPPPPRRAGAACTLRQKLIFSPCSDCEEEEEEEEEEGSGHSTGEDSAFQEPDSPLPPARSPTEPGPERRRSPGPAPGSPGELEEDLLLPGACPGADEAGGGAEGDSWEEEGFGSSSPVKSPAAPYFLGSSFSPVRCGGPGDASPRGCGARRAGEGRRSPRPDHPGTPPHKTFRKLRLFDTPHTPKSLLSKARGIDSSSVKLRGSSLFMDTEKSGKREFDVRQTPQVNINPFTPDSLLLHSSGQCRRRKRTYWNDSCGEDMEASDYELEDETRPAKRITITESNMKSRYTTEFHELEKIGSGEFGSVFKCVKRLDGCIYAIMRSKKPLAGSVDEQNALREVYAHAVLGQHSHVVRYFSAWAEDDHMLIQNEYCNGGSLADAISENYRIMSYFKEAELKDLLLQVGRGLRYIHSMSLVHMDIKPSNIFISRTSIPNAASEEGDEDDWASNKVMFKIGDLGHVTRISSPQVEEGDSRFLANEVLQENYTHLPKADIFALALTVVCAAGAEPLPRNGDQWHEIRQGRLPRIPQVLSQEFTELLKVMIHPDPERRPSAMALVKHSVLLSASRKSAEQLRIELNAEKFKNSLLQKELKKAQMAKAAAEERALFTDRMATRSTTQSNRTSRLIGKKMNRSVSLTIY
hK5 inh: blocks human kallikrein 5 protease activity | actives 0.59% (n = 210,000) | inhibition, % at 5 µM | recombinant hK5, fluorogenic AMC substrate cleavage | Q9Y337;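 active = inhibition of 40% or more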;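 also: 0% = enzyme controls without compound and 100% = no-enzyme blanks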
Target sequence (Q9Y337 67-293 limits assumed): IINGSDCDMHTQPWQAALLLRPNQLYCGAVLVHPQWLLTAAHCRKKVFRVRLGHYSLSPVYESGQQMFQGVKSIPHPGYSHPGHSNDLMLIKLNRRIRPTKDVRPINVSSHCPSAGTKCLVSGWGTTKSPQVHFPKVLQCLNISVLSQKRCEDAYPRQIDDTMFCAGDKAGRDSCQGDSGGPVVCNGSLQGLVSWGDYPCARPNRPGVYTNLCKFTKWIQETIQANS
eIF4E 4G PPI: blocks eIF4E binding to eIF4G; P63073+Q04637; inhibition, % at 21.7 µM; TR-FRET eIF4E-eIF4GI(517-606) binding, 2 h; actives 0.37% (n = 220,000);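 active = inhibition above about 30%, limit read from the data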;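 also: 0% = full FRET control wells and 100% = background wells lacking eIF4GI fragment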
p97 inhibitor: blocks human p97 ATPase activity. P55072. recombinant p97 ATPase, Kinase-Glo ATP luminescence, 3 h. inhibition, % at 8 µM. actives 0.42% (n = 220,000). AID 1481; in the data active = inhibition above about 15%;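 also: 0% = DMSO vehicle and 100% = wells lacking enzyme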
MDM2 E3 inh: Mdm2 E3 ligase (human) inhibition. cell-based MDM2 ubiquitination luciferase reporter, 2 h; 0 = plate control, 100 = twice control, blank-subtracted. Q00987. actives 0.11% (n = 210,000). signal enhancement, % at 5 µM;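 active = signal enhancement of 30% or more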;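 also: luminescence tracks abundance of the self-degrading MDM2-luciferase fusion protein; higher signal means inhibition of MDM2 E3 ligase activity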
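Material: Stable MDM2–luciferase fusion reporter cells | Amount: 2000 cells seeded into each well | Dosing: One concentration, 5 µM, with 0.2% DMSO | Incubation: 4 h cell settling then 2 h compound exposure, 37 °C | Measured by: Luciferase luminescence | Read-out basis: % enhancement relative to plate controls after blank subtraction | Benchmarks: Control and blank well means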
FXIa inh 1536: inhibitors of human coagulation factor XIa. P03951. purified FXIa, Boc-Glu-Ala-Arg-AMC fluorogenic substrate. inhibition, % at 5 µM. actives 0.14% (n = 220,000);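 active = inhibition of at least 40%; inactive = inhibition below 40%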;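 also: fluorescence of freed AMC excited at 355 nm; 0% = enzyme without compound and 100% = no enzyme blank; many of its hits are not listed in these tables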
FXIIa inh: inhibitors of human coagulation factor XIIa; AID 800; P00748; inhibition, % at 5 µM; purified FXIIa, Boc-QGR-AMC fluorogenic substrate, 2 h; actives 0.3% (n = 220,000); in the data active = inhibition above about 40%;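 also: 0% = enzyme with no compound and 100% = blank without enzyme; many of its hits are not listed in these tables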
Rad51 HR inh: blocks human Rad51 in homologous recombination. hRad51 DNA strand exchange, fluorescence dequenching. actives 0.085% (n = 200,000). AID 1385. inhibition, % at 10 µM;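 active = inhibition above 40% at the single screening dose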;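 also: 0% = DMSO control wells and 100% = blanks with heterologous ssDNA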
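Material: Human Rad51 nucleoprotein filaments preassembled on unlabelled ssDNA | Also added: Labelled 47-mer dsDNA for strand exchange | Dosing: Single dose, 10 µM final compound | Schedule: 30-min compound preincubation and 15-min exchange, both room temperature | Technique: Fluorescence dequenching at 485/520 nm | Measure: Percent inhibition relative to plate controls and blanks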
14-3-3 Bad inh: disrupts binding of bovine 14-3-3 zeta to phospho-Bad peptide; P63103; TR-FRET 14-3-3zeta/Dy647-pBad peptide displacement, 1 h; inhibition, % at 21.7 µM; actives 0.71% (n = 220,000); AID 781;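 active = inhibition above about 70%, limit read from the data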;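 also: 0% = full 14-3-3 plus peptide FRET controls and 100% = background without 14-3-3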
* = called active by the depositor; nt = no result given; [ ] = dose if it differs, or a comment.

canonical_smiles	Wee1 stabilizer	hK5 inh	eIF4E 4G PPI	p97 inhibitor	MDM2 E3 inh	FXIa inh 1536	FXIIa inh	Rad51 HR inh	14-3-3 Bad inh
O=C(C1CCN(S(=O)(=O)c2cccnc2)CC1)N1CCN(C2CCCC2)CC1	-1.0	4.3	-6.8[fluorescence artefact?]	2.5	-18.8	0.5	16.3	-1.2	1.9
CC(=O)c1cccc(NC(=O)c2ccc3c(Cl)c4c(nc3c2)CCCC4)c1	2.0	-1.7	0.2	-0.6	-20.5	-6.8	4.5	24.9	6.6
Cc1cc(S(=O)(=O)NCCCN2CCOCC2)ccc1F	-1.6	-0.4	-6.2	0.6	-6.5	-2.8	10.0	-4.4	6.0
Cc1nc2ccccn2c1C(=O)NN	3.4	-4.1	2.5[fluorescence artefact?]	1.8	-12.9	6.7	5.2	8.5	13.5
CC(=O)c1sc(Nc2cccc(C)c2)nc1C	2.5	-18.4	1.4	0.1	-11.5	-0.2	5.4	5.8	0.4
CCN(CC)C(=O)c1oc2ccc(S(=O)(=O)N3CCCCCC3)cc2c1C	-3.1	-15.2	0.2	-0.2	-2.8	4.0	8.2	-1.9	13.2
CCNc1nc(NC(C)CC)nc(Oc2ccc(OCC)nn2)n1 (stereo not drawn)	-0.1	-8.4	3.2	5.3	-5.3	-5.4	1.8	4.8	-6.4
Cc1cc(Cl)cc(Cl)c1OCCOc1cccc2cccnc12	1.0	1.8	nt	-8.3	-2.7	0.8	7.2	14.4	nt
O=C(CSc1nnc(Nc2ccccc2F)s1)c1cc2ccccc2o1	0.7	-10.7	-0.1	-0.9	-14.4	0.8	7.3	18.9	-6.2
COc1cccc(-n2c(SCC(=O)O)nnc2-c2cccnc2)c1	0.3	-8.8	-5.2	6.1	1.9	-1.7	13.9	-11.6	87.5*
CC(C)CN(C(=O)c1nn(C)c(=O)c2ccccc12)c1nc2ccccc2s1	2.4	-1.3	-0.9	-7.8	-17.6	2.2	7.2	5.2	13.4
CC1=CC(=O)C(C(C)=Nc2ccccc2Cl)C(=O)O1 (stereo not drawn)	-3.0	-1.1	4.3	2.3	-7.0	-3.2	10.3	9.0	-6.6
COc1cccc(CNc2cccc(C(F)(F)F)c2)c1O	-0.7	6.2	2.6	-3.4	-9.5	1.6	8.6	6.3	-19.9
O=C(Nc1cccc(O)c1)c1cc2nc(-c3ccccc3)cc(-c3ccccc3)n2n1	1.3	-13.2	9.7	2.3	-0.6	0.1	-0.4	7.5	-1.8
COCCNC(=S)NC12CC3CC(CC(C3)C1)C2	-0.8	8.7	-0.4[fluorescence artefact?]	-3.5	-13.2	-4.4	-1.4	-3.0	-9.3[fluorescence artefact?]
COc1ccc(OC)c(NC(=O)C2C3CCC(O3)C2C(=O)O)c1 (stereo not drawn)	-1.1	-11.9	5.0	5.8	-5.1	-2.8	4.7	nt	-3.3
Cc1ccc(S(=O)(=O)C2(C(=O)Nc3ccc4c(c3)OCO4)CC2)cc1	-0.5	-2.8	13.4	-0.4	-3.4	5.7	11.9	1.4	17.2
O=C(Oc1ccc(/C=N/O)cc1)c1ccccc1	-0.6	4.2	6.0	5.7	-18.3	5.1	10.3	-8.9	-1.6
O=C(NC1CCCCC1)C(c1cccnc1)N(C(=O)CCl)c1ccc(F)cc1 (stereo not drawn)	-2.2	-29.5	0.8[fluorescence artefact?]	1.3	-11.5	-3.5	2.0	0.7	-19.5[fluorescence artefact?]
CN(C)CCCNC(=S)N(Cc1cccs1)Cc1cc2cc3c(cc2[nH]c1=O)OCCO3	-2.8	2.6	4.2	1.2	-3.0	-3.3	2.8	-38.5	11.8
CC(C)N(Cc1nc(COc2ccccc2)no1)Cc1nccn1C	-1.9	nt	1.4	-4.7	3.7	-3.8	3.5	nt	-1.9
CCn1c(-c2ccco2)n[nH]c1=S	-2.6	7.8	-2.1	2.7	-10.0	18.3	29.5	-9.2	-1.4
O=C(Nc1ccccc1-c1nc2ccccc2s1)c1ccco1	-2.2	14.4	3.0	-7.8	-24.4	4.6	6.9	-1.5	9.5
CCCCOc1ccc(C(=O)Nc2ccc(SC(F)F)cc2)cc1OC	-1.0	-17.1	2.1	-6.4	-1.7	-10.5	-0.2	-1.8	6.1
COc1ccc(Cc2nnc(NC(C)=O)s2)cc1	-2.9	9.2	3.4	-4.2	-4.5	2.4	8.5	-4.1	2.9

Part of the list above in a different format.
O=C(NC1CCCCC1)C(c1cccnc1)N(C(=O)CCl)c1ccc(F)cc1 (stereo not drawn)
  Wee1 stabilizer: -2.2
  hK5 inh: -29.5
  eIF4E 4G PPI: 0.8[fluorescence artefact?]
  p97 inhibitor: 1.3
  MDM2 E3 inh: -11.5
  FXIa inh 1536: -3.5
  FXIIa inh: 2.0
  Rad51 HR inh: 0.7
  14-3-3 Bad inh: -19.5[fluorescence artefact?]
CC(=O)c1sc(Nc2cccc(C)c2)nc1C
  Wee1 stabilizer: 2.5
  hK5 inh: -18.4
  eIF4E 4G PPI: 1.4
  p97 inhibitor: 0.1
  MDM2 E3 inh: -11.5
  FXIa inh 1536: -0.2
  FXIIa inh: 5.4
  Rad51 HR inh: 5.8
  14-3-3 Bad inh: 0.4
CC1=CC(=O)C(C(C)=Nc2ccccc2Cl)C(=O)O1 (stereo not drawn)
  Wee1 stabilizer: -3.0
  hK5 inh: -1.1
  eIF4E 4G PPI: 4.3
  p97 inhibitor: 2.3
  MDM2 E3 inh: -7.0
  FXIa inh 1536: -3.2
  FXIIa inh: 10.3
  Rad51 HR inh: 9.0
  14-3-3 Bad inh: -6.6

Next compounds follow.
canonical_smiles	Wee1 stabilizer	hK5 inh	eIF4E 4G PPI	p97 inhibitor	MDM2 E3 inh	FXIa inh 1536	FXIIa inh	Rad51 HR inh	14-3-3 Bad inh
COc1ccc(Cl)cc1NC(=O)CCc1nc(-c2ccccc2F)no1	4.7	0.4	1.9	-1.3	2.9	-4.7	1.9	-3.4	-4.2
O=C(NCCn1cccn1)c1ccc(OC2CCN(CCc3ccccc3)CC2)cc1	-1.6	nt	0.6	-3.0	-18.5	-1.3	2.2	nt	-6.2
Cc1ccc2c(c1)c1c(n2C)C(=O)CCC1	-2.0	-18.2	7.2	0.6	-26.6	-1.2	10.5	-2.8	4.2
c1ccc(C(c2ccccc2)c2nc(-c3cccnc3)no2)cc1	6.6	6.1	-4.0	-1.6	16.9	3.6	3.7	-0.7	-3.0
COc1cnc(-c2ccccc2)nc1Oc1ccccc1C	2.5	-0.8	7.5	-1.1	nt	3.3	9.4	-10.4	-3.5[fluorescence artefact?]
CS(=O)(=O)c1cnc(-c2ccccc2)nc1-c1ccc(Cl)c(Cl)c1	-1.6	-13.3	6.3	3.6	-1.8	-6.7	-3.6	1.4	72.7*
Clc1cccc(-c2nc(NCC3CCCO3)c3ccccc3n2)c1 (stereo not drawn)	-1.8	nt	1.4	-3.3	-4.2	-0.6	7.5	0.1	1.7
Cn1c(-c2cc3c(C(F)(F)F)nn(C)c3s2)n[nH]c1=S	-0.8	-10.5	18.8	-0.7	-3.5	-8.4	3.7	4.6	-20.0
CCCCOC(=O)CCc1n[nH]c(=O)[nH]c1=O	0.6	4.2	-0.9	5.9	-13.7	2.6	12.3	nt	8.8
Cc1ccc(S(=O)(=O)N2CCN(S(=O)(=O)N3CCOCC3)CC2)c(C)c1	-0.2	5.1	3.0	1.3	-12.7	3.3	11.7	nt	-1.7
OC(CSc1ccc(F)cc1)CN1CCN(c2ccccc2)CC1 (stereo not drawn)	-1.8	-11.8	-2.6	-3.5	0.9	-5.0	5.6	3.9	-16.1
COc1ccc(S(=O)(=O)N2CCCC2C(=O)NCc2cccs2)cc1 (stereo not drawn)	-4.1	48.4*	0.3	3.2	5.7	11.7	-1.7	-9.1	-4.0
CCOCCCNCc1ccc(OCc2ccccc2Cl)cc1	-0.6	-8.8	1.6	0.2	-11.8	6.2	7.8	nt	8.7
O=C(O)CCc1nnc(SCC(=O)Nc2cccc(C(F)(F)F)c2)[nH]c1=O	0.7	3.1	1.3	1.9	-41.0	-0.6	10.8	0.0	0.9
O=C(CCc1ccccc1)OCC(=O)c1cccc([N+](=O)[O-])c1	-1.0	-4.9	-1.7	-0.1	-14.6	-7.5	2.7	-13.1	-4.7
Fc1cccc(Cc2noc(CN3CCN(c4cnccn4)CC3)n2)c1	-3.4	nt	2.3	2.8	-15.5	-1.5	6.0	-3.3	-3.6
O=C(CCCn1c(=S)[nH]c2ccc(Br)cc2c1=O)N1CCN(c2ccccn2)CC1	-3.1	-8.4	-11.2	-2.7	-1.3	12.3	15.0	3.9	-4.4
CCO[C@@H]1OC(C(=O)N2CCOCC2)=C[C@H](c2coc3ccccc3c2=O)[C@H]1CCCO	0.3	0.5	2.5	4.7	nt	-1.8	6.8	-6.6	3.3
Cc1cccnc1NC(=O)C1CCN(S(=O)(=O)c2cccs2)CC1	-0.2	-14.5	-12.5[fluorescence artefact?]	-5.2	-5.0	-4.6	14.1	1.8	4.1
CCOC(=O)C(CSCC(=O)c1ccc(Cl)cc1)NC(=O)OC(C)(C)C (stereo not drawn)	-0.6	-2.7	0.0	-2.9	-9.2	3.5	14.3	-2.4	15.2
CC(C(=O)c1ccc(-c2ccccc2)cc1)[n+]1cccc(NC(=O)c2ccccc2)c1 (stereo not drawn)	5.1	0.2	0.5	19.5*	-2.0	-0.1	0.5	26.2	4.1
N/C(=N\OC(=O)c1ccc(Cl)cc1)c1ccc(Cl)cc1	-1.8	-9.6	1.7[fluorescence artefact?]	2.8	-5.6	8.6	12.9	-3.2	-4.2
CCOC(=O)c1cc(C)n(S(=O)(=O)c2ccc(C)cc2)c1C	2.0	-7.1	1.9	0.2	2.3	1.8	6.4	3.5	1.2
O=[N+]([O-])c1ccc(OCCOc2ccccc2/C=N/n2cnnc2)cc1	-3.0	-18.6	-1.9	3.5	-0.3	10.1	-1.5	11.9	24.9
CCc1nc2ccccc2c2nc3ccccc3n12	1.7	-13.5	5.8	-2.6	-7.5	-11.9	6.5	0.4	9.8

Carrying on:
canonical_smiles	Wee1 stabilizer	hK5 inh	eIF4E 4G PPI	p97 inhibitor	MDM2 E3 inh	FXIa inh 1536	FXIIa inh	Rad51 HR inh	14-3-3 Bad inh
O=C(CNC(=S)N(CCCN1CCOCC1)Cc1cccs1)NC1CCCCC1	2.5	-3.3	5.1	1.4	4.1	-4.9	2.1	3.2	-3.2
O=C(NCc1cccs1)c1cc(-c2ccccn2)nc2ccc(Br)cc12	-0.9	-15.1	-2.3	-4.8	-17.6	-1.1	-1.1	-14.6	90.8*
COc1ccc(C(=O)Nc2ccc3c(c2)C(=O)c2ccccc2C3=O)cc1OC	-2.4	-22.9	17.9[fluorescence artefact?]	1.3	-16.9	6.2	10.1	-0.1	69.1
OC[C@@H]1CCCN1Cc1cn(-c2ccccc2)nc1-c1ccc2c(c1)OCO2	2.9	nt	3.2	0.1	2.5	3.5	6.5	-16.1	10.6
O=C(C1=C[C@H](C2CCCCC2)C[C@H](OCc2ccc(CO)cc2)O1)N1CCN(Cc2ccccc2)CC1	2.0	-1.2	-3.1	-9.0	nt	-3.0	1.9	0.9	17.7
Cc1ccc(C(=O)N/C(=C\c2ccco2)C(=O)N2CCSCC2)cc1C	1.4	-7.3	2.6	4.7	-3.7	-5.5	-0.6	-2.7	2.2
Cc1ccc(S(=O)(=O)NCCCN(C)C)cc1	-1.4	-31.2	2.6	0.7	-5.1	-1.8	-4.2	-8.3	4.8

From PubChem BioAssay
